HUVEC tox IL1B: cytotoxicity in IL-1B stimulated HUVEC, primary screen, cytotoxicity control for IL-1B NFkB translocation project, imaging, Hoechst nuclear count, IL-1B stimulus; actives 0.41% (n = 94,000); HUVEC cell count loss; AID 845, 2007; cell count reduction, % at 2 µM;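 active = cell count reduction more than 3 SD above the screen-wide mean, cut at about 70% in these data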;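 also: normalized per plate to untreated control cells as the no-loss baseline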
DAT uptake mod: changed hDAT dopamine uptake under cocaine IC80, either direction, primary screen, cocaine antagonist project, cell-based, LLC-PK1 hDAT, [14C]-dopamine uptake, MLSMR. Sodium-dependent dopamine transporter (Homo sapiens), Q01959. LLC-PK1 hDAT cells, [14C]-dopamine uptake with cocaine IC80; actives deviate in either direction. B-score at 10 µM. actives 1.3% (n = 110,000). AID 449768, 2010;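 active = Z score or B-score, a plate-position-corrected score, falls beyond the plate's 99.7% confidence bounds, in either direction; inactive = both scores lie inside the 99.7% bounds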;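 also: scored against the spread of the other compound wells on the same plate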
cytoskel mod: modifiers of F-actin cytoskeleton organization, primary screen, imaging, HUVEC, phalloidin staining, high-content imaging; HUVEC TNFa F-actin phalloidin imaging; inhibition, % at 2 µM; actives 0.18% (n = 91,000); AID 836, 2007;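 active = inhibition above the batch mean plus 3 SD and confirmed as a hit by visual image inspection, cut at about 30% in these data, passing the limit was not always enough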; also: strong numbers were not always called active
PTPN22 inh 2: PTPN22 phosphatase inhibitors, primary screen, biochemical, DiFMUP fluorescence, 2 µM; Tyrosine-protein phosphatase non-receptor type 22 (Homo sapiens), Q9Y2R2; recombinant LYP catalytic domain; inhibition, % at 2 µM; actives 0.21% (n = 96,000); AID 640, 2007;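 active = inhibition at 2 µM at or above a set limit, the screen mean plus 3 SD, cut at about 24% in these data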;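 also: 0% = DMSO with enzyme and 100% = enzyme fully blocked by orthovanadate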
Target sequence (Q9Y2R2 whole entry, looked up, the tested form may be a part): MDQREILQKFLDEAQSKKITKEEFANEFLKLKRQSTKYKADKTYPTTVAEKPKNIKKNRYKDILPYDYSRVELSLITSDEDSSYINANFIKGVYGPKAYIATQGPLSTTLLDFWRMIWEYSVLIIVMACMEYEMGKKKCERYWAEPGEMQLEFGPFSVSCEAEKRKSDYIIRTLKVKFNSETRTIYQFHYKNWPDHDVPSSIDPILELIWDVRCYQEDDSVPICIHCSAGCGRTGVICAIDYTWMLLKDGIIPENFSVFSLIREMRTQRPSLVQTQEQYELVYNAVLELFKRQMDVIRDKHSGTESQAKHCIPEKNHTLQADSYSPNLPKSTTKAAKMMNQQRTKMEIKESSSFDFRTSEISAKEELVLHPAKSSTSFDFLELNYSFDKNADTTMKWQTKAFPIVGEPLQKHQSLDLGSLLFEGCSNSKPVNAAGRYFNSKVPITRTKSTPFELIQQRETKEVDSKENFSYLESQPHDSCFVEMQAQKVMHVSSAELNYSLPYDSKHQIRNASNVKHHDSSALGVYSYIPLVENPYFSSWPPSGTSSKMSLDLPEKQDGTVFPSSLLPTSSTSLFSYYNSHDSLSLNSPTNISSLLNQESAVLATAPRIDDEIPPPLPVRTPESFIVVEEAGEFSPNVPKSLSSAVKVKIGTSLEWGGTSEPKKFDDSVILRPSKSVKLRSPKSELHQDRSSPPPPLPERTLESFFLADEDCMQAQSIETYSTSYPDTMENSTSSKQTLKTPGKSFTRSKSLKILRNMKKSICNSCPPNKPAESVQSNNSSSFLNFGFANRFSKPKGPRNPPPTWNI
Smad3 FoxH1 inh: Smad3/FoxH1 peptide binding inhibitors, primary screen, biochemical, TR-FRET; actives 0.29% (n = 88,000); Mothers against decapentaplegic homolog 3 (Homo sapiens), P84022; inhibition, % at 25 µM; TR-FRET Smad3/Dy647-FoxH1 peptide binding, europium anti-His;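 active = compounds that reduce the energy-transfer binding signal between the protein and its labelled peptide by more than half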;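 also: 0% = Smad3 plus labelled peptide maximal FRET and 100% = peptide-only background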
TNFa cytotox: cytotoxicity in TNFa-stimulated HUVEC, primary screen, cytotoxicity control for VCAM1 expression modulator project, imaging, Hoechst nuclei count | HUVEC TNFalpha-stimulated, Hoechst cell count | cell count reduction, % at 2 µM | actives 0.17% (n = 93,000) | AID 848, 2007;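 active = cell count reduction exceeding the screen mean by over 5 SD, scaled to untreated wells per plate, cut at about 78% in these data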;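 also: cells counted after 24 h of TNF alpha exposure following the 1 h pretreatment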
VCAM1 TNFa inh: inhibitors of TNFa-induced VCAM1 expression, primary screen, imaging, HUVEC, TNFa stimulus, immunofluorescence. AID 802, 2007. HUVEC TNFa-induced VCAM-1 immunofluorescence, high-content imaging. inhibition, % at 2 µM. actives 0.48% (n = 95,000);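 active = inhibition above the batch mean plus 3 SD, with images confirmed as a hit by eye, cut at about 37% in these data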;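 also: 0% = TNF-stimulated DMSO wells and 100% = unstimulated control wells; not every result past the cut was called active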
MT1-MMP txn act: MT1-MMP promoter reporter activation – cell-based, luciferase luminescence, primary screen | HT1080 MT1-MMP promoter luciferase reporter, overnight; stronger effect = higher value | activation factor at 10 µM | actives 0.16% (n = 86,000) | AID 750, 2007;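 active = activation factor of at least 2 for MT1-MMP transcription at 10 µM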
Calb biofilm kill: clotrimazole potentiators killing Candida biofilms, primary screen, with clotrimazole, Alamar Blue; C. albicans biofilm + clotrimazole; inhibition, % at 6 µM; actives 0.14% (n = 85,000); AID 834, 2007;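 active = inhibition above 20%; inactive = inhibition below 20%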;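 also: preformed 24 hr biofilms exposed to compound for 48 hr; 0% = biofilm without compound and 100% = blank killed by clotrimazole plus chlorhexidine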
* marks the source's active call; other numbers are inactive results; nt = no result given; [ ] = dose if it differs, or a comment. Some of the compounds tested. The share of hits here may be higher or lower than overall.

SMILES	HUVEC tox IL1B	DAT uptake mod	cytoskel mod	PTPN22 inh 2	Smad3 FoxH1 inh	TNFa cytotox	VCAM1 TNFa inh	MT1-MMP txn act	Calb biofilm kill
CC(=O)OCCCN1c2ccccc2Nc2nnc(-c3ccccc3)cc21	-12	-0.0076	-6	1	-20	4	-4	1.2	6
c1csc(C(c2nnnn2C2CCCC2)N2CCOCC2)c1 (stereo unspecified)	nt	-1.4	nt	nt	10[fluorescence artefact?]	nt	nt	1	9
CC(C)(C)OC(=O)NCCCCCc1nnc(SCC(=O)Nc2cccc(Cl)c2)o1	-9	0.0026	-2	-3	4	-14	12	1.2	9
COCc1nnc(NC(=O)C(C)C)s1	4	-0.6	-3	-10	4	0	30	1	9
CCc1ccc(N/C(SCc2cccc(F)c2)=C(/C#N)C(=O)NCc2ccco2)cc1	-20	0.58	-9	7	-6	-21	-8	1.4	-2
O=C(Nc1nc(=O)c2ccccc2s1)c1ccccc1	-4	-0.46	-2	6	3	nt	26	1.6	8
CCOCCc1nnc(NC(=O)c2ccc(OC)c(OC)c2)s1	-11	-0.0054	4	-7	0	6	13	1	4
CSc1nc2nccc(/C=C\c3ccccc3)n2n1	-7	-0.28	-31	7	nt	6	22	nt	nt
C(=C\c1ccccc1)/CSc1nnc(-c2ccncc2)n1Cc1ccco1	nt	0.95	nt	nt	-1	nt	nt	1	-7
COc1ccc(S(=O)(=O)N2CCC(C(=O)N3CCCCCC3)CC2)cc1	15	0.03	-22	5	7	-38	5	1.1	-3
CCCOc1cccc(-c2cc(-c3n[nH]c(=S)n3CC)c3ccccc3n2)c1	-5	0.9	-8	24	nt	-10	9	nt	nt
COc1cccc(NC(=O)C2CC(=O)OC23CCOC(C)(C)C3)c1 (stereo unspecified)	nt	0.25	nt	nt	6	nt	nt	1.2	9
O=[N+]([O-])c1ccc(N2CCCC2)cc1N1CCCC1	1	-1.3	12	7	nt	-8	16	nt	nt
CCOC(=O)C1=C(C)NC(=O)NC1/C=C/c1ccccc1 (stereo unspecified)	-92	-1.9	42	-3	4	-24	2	0.9	4
COCCNC(=O)CCCCCNS(=O)(=O)c1ccc(C)cc1	24	1.5	-6	-4	8[fluorescence artefact?]	2	4	1.1	5
Cc1ccc(CCNC(=O)C2CCCN(S(=O)(=O)c3c(C)noc3C)C2)cc1 (stereo unspecified)	-4	0.0057	-11	11	-7	9	19	1.2	-2
Cc1cc(=O)n2c(nc3ccccc32)[nH]1	16	0.72	-9	-3	4	-4	-6	1.2	5
N#C/C(=C/c1ccc(N2CCOCC2)o1)c1ccc(Br)cc1	-11	-1.3	18	-2	nt	-6	0	nt	nt
O=C1CSC(c2ccc(Cl)cc2)N1 (stereo unspecified)	nt	0.44	6	-5	13	-29	-11	nt	-1
COc1ccc(N2C(=O)NC3CC2(C)Oc2ccc(Br)cc23)cc1OC (stereo unspecified)	-21	0.53	-14	-4	-1	-28	2	1.2	8
CN(C)S(=O)(=O)c1ccc(NC(=O)COC(=O)c2n[nH]c3ccccc23)cc1	5	-0.21	4	4	-8	-7	-10	1.3	-5
CCOc1ccccc1NC(=O)COn1nnc2ccccc21	-4	-0.14	12	9	3	0	-3	1.4	3
COc1ccc(-c2cc(C(=O)O)[nH]n2)cc1OC	23	-0.33	-5	0	-7	12	13	1	5
NC(=O)COc1ccc(/C=N/NC(=O)C2CCCN2S(=O)(=O)c2ccc(Cl)cc2)cc1 (stereo unspecified)	7	-0.038	-8	-5	nt	-8	17	nt	nt
Cc1cc(C)c2[nH]c(=O)c(CN(Cc3ccco3)C(=O)C3CCCO3)cc2c1 (stereo unspecified)	-11	0.72	-12	9	-2	-9	-19	1.4	3

Copied from the list:
Calb biofilm kill, Cc1cc(=O)n2c(nc3ccccc32)[nH]1 reads 5
Smad3 FoxH1 inh, c1csc(C(c2nnnn2C2CCCC2)N2CCOCC2)c1 (stereo unspecified) reads 10[fluorescence artefact?]

Other records follow.
SMILES	HUVEC tox IL1B	DAT uptake mod	cytoskel mod	PTPN22 inh 2	Smad3 FoxH1 inh	TNFa cytotox	VCAM1 TNFa inh	MT1-MMP txn act	Calb biofilm kill
Cn1c2ccccc2c2cnn(CC(=O)O)c(=O)c21	-5	0.059	-74	-2	nt	69	66	1.1	nt
O=C(NCc1ccccc1)c1csc2c1CCCCC2	12	-0.43	-5	-4	-2	1	-3	1.1	-5
COC(=O)c1cccc(NS(=O)(=O)c2ccc(OC)c(OC)c2)c1C	10	0.048	3	-8	5	8	22	1.2	9
O=C(c1cccnc1)N1CCN(Cc2ccc3c(c2)OCO3)CC1	-21	1.1	-1	3	-6	-30	-24	1.2	-3
CCC(C)(C)NC(=O)C(c1ccccc1)N(Cc1cccs1)C(=O)Cn1nnc2ccccc21 (stereo unspecified)	1	-0.061	5	7	6	18	8	1.1	7
CCOC(=O)c1cccnc1SC(CC)C(=O)N1CCOCC1 (stereo unspecified)	-16	0.0083	-11	-1	-11	-9	-8	1.1	0
COC(=O)c1cncc(O)c1	3	0.58	16	-4	5	-33	0	1.1	8
CCOc1cc(-c2cc(-c3ccc(C)cc3)nc(N)c2C#N)ccc1O	-11	1.3	-2	4	6	-11	0	1.1	-4
Cc1ccc2nc(-c3ccc(SCC(=O)O)nc3)[nH]c2c1	1	-0.072	-20	-3	nt	4	-4	1.4	nt
CCCNc1nc2c(c(=O)n(C)c(=O)n2C)n1Cc1ccc(F)cc1	5	-0.2	4	-1	-3	-25	0	1	-1
COc1ccc(-c2nnc(SCC(=O)N3CCOCC3)n2C)cc1OC	9	-1.8	-9	2	4	10	9	1.1	7
COc1ccc(-c2cc(C(=O)Nc3nc4c(C)cccc4s3)c3ccccc3n2)cc1OC	-18	-0.067	15	-2	nt	-10	-2	nt	nt
Cc1ccc(C(=O)Nc2nnc(-c3ccncc3)s2)o1	nt	-0.23	nt	nt	-9[fluorescence artefact?]	nt	nt	1.1	4
CC(=O)N1CCC(N(CCCOC(C)C)C(=O)Nc2ccc(Cl)cc2)CC1	17	-0.29	-23	0	2	28	-4	1.1	13
O=C(c1noc2c1CCCC2)N1CCOCC1	-11	-0.24	5	0	-4	-14	-7	1.2	7
CCCNC(=O)c1ccccc1NC(=O)CSCc1ccc(OC)cc1	3	-0.67	1	6	6	-5	13	nt	5
COc1c(Cl)cc(Cl)cc1/C=N/n1cnnc1	34	-0.59	nt	1	12	8	2	1.1	5
CCn1c(SCC(=O)Nc2nc(-c3ccccc3)cs2)nnc1-c1ccccc1	-11	-0.52	-15	-2	-4	-11	-2	1.1	5
CCCC1(C(=O)OC)NC(c2ccc(OC)c(OC)c2)C2C(=O)N(c3ccc4c(c3)OCO4)C(=O)C21 (stereo unspecified)	6	-0.97	-4	-6	2	-16	-2	1.1	2
Cc1ccc2[nH]c(=O)c(-c3noc(-c4ccncc4)n3)cc2c1	-6	nt	-20	3	1	nt	-45	1	1
COc1cc2c(cc1OC)CN(CC(=O)Nc1ccc(C#N)cc1)CC2	3	-0.48	-17	3	nt	-2	-4	nt	nt
C=CCSc1nc2c(c(=O)[nH]c(=O)n2C)n1C/C=C(/C)Cl	-3	-1.5	2	4	10	-23	-7	1.3	5
Cc1cc2c3c(c1C)C1(C(=O)N3C(C)(C)CC2C)C(C#N)=C(N)OC2=C1C(=O)CC(C)(C)C2 (stereo unspecified)	-16	0.0026	-18	9	-3	-8	-7	1.1	3
Cc1cc(C)nc(N/N=C/c2ccco2)n1	-9	-1.7	12	2	-8	-26	7	1.3	-4
CCOc1cc(CNc2ccc(O)cc2)ccc1OCc1ccc(Cl)cc1Cl	-1	0.07	29	4	nt	-10	6	nt	nt

Next records
SMILES	HUVEC tox IL1B	DAT uptake mod	cytoskel mod	PTPN22 inh 2	Smad3 FoxH1 inh	TNFa cytotox	VCAM1 TNFa inh	MT1-MMP txn act	Calb biofilm kill
Cc1cc(/C=C(/C#N)c2nc3ccccc3[nH]2)c(C)n1-c1cccc([N+](=O)[O-])c1	10	0.54	nt	7	14	7	0	1.2	5
Cc1nc2nc(CCc3ccccc3)nn2c(C)c1Cl	-10	0.00086	-5	5	2	38	-4	1.1	4
Cc1cccc(C)c1NC(=O)N1CCC(c2nc3ccccc3o2)CC1	nt	0.48	nt	nt	-1	nt	nt	1.1	1
CCSc1nnc(-c2cc3c(s2)-c2ccccc2CC3)o1	-34	0.38	3	8	nt	-4	2	nt	nt
CCCN1C(=O)/C(=C/C=C2\N(CC)c3ccccc3C2(C)C)SC1=S	-16	-1.3	-10	2	nt	-3	-5	nt	nt
O=C(c1ccc2c(=O)n3c(nc2c1)CCCCC3)N1CCN(Cc2ccccc2)CC1	12	-0.0052	-10	16	1	-5	-6	1	6
Cc1no[n+]([O-])c1COc1ccccc1/C=C1\NC(=S)NC1=O	8	0.03	-7	1	1	nt	11	1.1	4
COc1ccc(CCNC(=O)c2nnn(CC(=O)Nc3ccccc3C)c2N)cc1OC	-6	1.1	9	5	-4	-6	9	1	10
CN(C)c1ccc(CNCCC2(O)CCOC(C)(C)C2)cc1 (stereo unspecified)	nt	-0.5	nt	nt	0	nt	nt	1	-1
O=C(/C=C/c1ccc(Cl)c([N+](=O)[O-])c1)Nc1cccnc1	-5	-0.58	-1	-4	nt	-2	-4	nt	nt
CCCCc1nc(S(=O)(=O)c2ccc(Cl)cc2)c(N2CCOCC2)o1	-11	0.19	4	5	-7	nt	4	1.2	6
COC(=O)c1[nH]c2cc(OC)ccc2c1NC(=O)CCN1CCN(c2ccccc2)CC1	-148	-0.17	6	3	-3	-31	-6	0.9	5
CCCCOc1ccc2ccccc2c1C=O	3	0.43	9	7	nt	-20	7	nt	nt
Cc1cc(C)c(C#N)c(SCS(=O)c2ccc(C(C)(C)C)cc2)n1 (stereo unspecified)	-71	-0.16	11	-5	0	-31	10	1.1	2
O=C(CN(Cc1ccc(F)cc1)C(=O)Cn1nnc2ccccc21)NCC1CCCO1 (stereo unspecified)	-19	0.56	-7	4	2	-10	7	1.1	7
CC(=O)c1cc(C(c2csc(C(C)=O)c2)c2csc(C(C)=O)c2)cs1	24	-0.12	-4	-2	-1	6	-21	1	-1
COc1ccc(-c2cc(C(=O)N3CCc4ccccc4C3)no2)cc1OC	13	0.7	-9	5	0	8	-4	1.2	3
Cc1cc(C)n(-c2nc3c(c(=O)[nH]c(=O)n3C)n2CC(O)COc2ccccc2C)n1 (stereo unspecified)	-12	0.31	-1	-11	-6	-26	3	1.1	-5
CCOC(=O)c1cnc(SCc2nc(N)nc(Nc3ccc(OC)cc3)n2)nc1N	15	-0.19	11	-2	-4	-20	-7	1.1	2
CC(C)(C)OC(=O)N1CCC(C(=O)N2CCCCCC2)CC1	nt	0.18	nt	nt	3	nt	nt	1.1	1
Cc1cccc(N(NC(=O)C(C)(C)O)C(=O)c2ccccc2)c1	3	0.22	-6	13	-5	1	-2	1.1	3
CCOc1ccc(NC(=O)CN2C(=O)COc3ccc(Cl)cc32)cc1	20	-0.81	-1	-2	1	5	8	1.2	8
Cc1nc2ccc3[nH]snc3c2n1	5	-0.85	nt	10	8	-17	2	1.3	9
